# Yfh1-off respiration = enhancers of respiration in Yfh1-depleted yeast, dose response, Friedreich's ataxia, plus single-dose screen (AID 1465); hit rate 0.074% among 220,000; S. cerevisiae Yfh1-off respiration, WST-1 reduction, 72 h; higher fold induction means a stronger effect; one-dose fold induction at 50 µM; EC50 in µM for titrated hits;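 active = fold induction of absorbance versus untreated yeast above a set limit, then at least 30% activation at any dose in follow-up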;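 note: activators that raise dye reduction in frataxin-depleted yeast; strong numbers were not always called active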
# Ins promoter up = insulin promoter activators in MIN6 cells, imaging, high-content screening, mouse beta cells; MIN6 insulin promoter-GFP reporter; active compounds read high; hit rate 0.3% among 190,000; z-score at 5 µM;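 active = z-score above 3 at 5 µM with at least 500 cells counted in the well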
# MT stabilizer = microtubule stabilizers in HeLa cells, primary screen, imaging, high-content imaging | AID 2205, 2009 | HeLa tubulin immunostaining HCS, 24 h; share of cells brighter than vehicle mean+2SD | % tubulin-high responders, % at 10 µM | hit rate 0.83% among 200,000;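 active = plate Z-score above 3 for both tubulin-high and condensed-nucleus cell shares, with cell loss under 80%, at 10 µM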;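 note: anti alpha tubulin signal scored within the nucleus-defined area of each cell; some results filed as inactive read as strong as hits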
# bCat nuc transl = modulators of beta-catenin nuclear translocation, primary screen, imaging, HeLa cells, immunofluorescence, high-content. hit rate 0.3% among 190,000. nuclear translocation activity, % at 5 µM. AID 1665, 2009;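 active = nuclear translocation activity above 50% at 5 µM, with a well cell count of 50 or more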;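 note: per-cell ratio of nuclear to cytoplasmic median beta-catenin stain intensity; plate controls were DMSO negative control for no effect and GSK-3 inhibitor IX positive control for full effect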
#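 Signal – beta-catenin immunofluorescence imaging with DAPI · Test system – human HeLa cell line · Dosing – 5 µM primary single dose, 0.1% DMSO, 0.02–20 µM confirmation series · Measure – % activation, nuclear-to-cytoplasmic median beta-catenin signal ratio per cell · Incubation – 24 h compound exposure at 37°C, 5% CO2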
# Autophagy HCS = autophagy modulators in MEF cells, primary screen, imaging, high-content, MEF GFP-LC3; MEF GFP-LC3 puncta imaging; test concentration mostly 10 µM; calls only at 10 µM (by protocol); hit rate 0.98% among 190,000; AID 463193, 2010;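 active = percentage of spot-positive cells more than 3 SD above its plate mean, without a fluorescence outlier flag or 80% toxicity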;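 note: spot-positive cell cutoff set from DMSO-treated cells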
# human PMI inhibition = inhibitors of human PMI, primary screen, biochemical, fluorescence intensity, coupled assay (AID 1209). Mannose-6-phosphate isomerase (Homo sapiens). hit rate 0.42% among 190,000. purified PMI enzyme, coupled fluorescence intensity; higher % means a stronger effect. inhibition, % at 20 µM, or IC50 in µM where a hit was titrated;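 note: plate controls were DMSO vehicle for no effect and wells lacking substrate for full effect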
# Dynein transport = inhibitors of GR-EGFP nuclear translocation, primary screen, dynein cargo transport inhibitor project, imaging, high-content, 3617.4 mouse cells; hit rate 0.47% among 220,000; test concentration mostly 20 µM; stimulated with dexamethasone, 1 µM; active compounds read low; z-score, hits read low;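 active = plate z-score of nuclear minus cytoplasmic receptor signal below a set negative limit, without overly bright fluorescence or cell loss, cut at about -3.5 in these data, passing the limit was not always enough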;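 note: z-score of nuclear minus cytoplasmic ring GR-EGFP intensity difference per well; some compounds called inactive have numbers as strong as hits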
#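 medium = tetracycline-free induction medium containing charcoal-stripped FBS | probe or stimulus = dexamethasone, 1.0 µM final | timing = 48 h induction, then 1 h compound, then 30 min agonist, 37 °C | detection = automated 10x imaging of fixed Hoechst-stained cells | read-out basis = nuclear versus cytoplasmic GR-EGFP signal, averaged per well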
# WT yeast gro inh = growth inhibition of WT strain, primary screen, mitochondrial fusion inhibitor project, WT and mutant strains, chemical genetic; mitochondrial fusion phenotypic screen; inhibition, % at 10 µM; hit rate 2.1% among 190,000; AID 1362, 2008; in the data active = inhibition above about 58%; tested in S. cerevisiae
# human PMI inhibitors = human PMI inhibitors, high substrate, primary screen, biochemical, fluorescence intensity, high mannose 6-phosphate (AID 1220); recombinant PMI enzyme, coupled fluorescence intensity; higher % means a stronger effect; inhibition, % at 20 µM, or IC50 in µM where a hit was titrated; hit rate 0.66% among 190,000
# WT yeast gro inh mutant strain = second read-out of WT yeast gro inh, no call of its own (marks repeat the call); inhibition, %; mitochondrial fusion phenotypic screen, mutant strain inhibition
# Dynein transport cytoplasmic EGFP = also measured in Dynein transport; calls as there; z-score; measured here: cytoplasmic GR-EGFP intensity; active compounds read high
# Dynein transport nuclear GR-EGFP = further read-out of Dynein transport, marked with its call; z-score; measured here: nuclear GR-EGFP intensity;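 lower value marks the stronger effect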
# Dynein transport cell count = further read-out of Dynein transport, marked with its call; z-score; measured here: cell count per field
# Ins promoter up cell count = also measured in Ins promoter up; calls as there; cell count; measured here: cytotoxicity, nuclei count;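 total cells summed across four imaged fields per well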
# bCat nuc transl cell count 5 µM = recorded beside bCat nuc transl, whose call it bears; cell count; measured here: cell count, cytotoxicity flag
# MT stabilizer Hoechst-high % = recorded beside MT stabilizer, whose call it bears; % Hoechst-high responders; measured here: nuclear condensation Hoechst responders;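 share of cells brighter than vehicle mean plus two SD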
# MT stabilizer cytotoxicity % = also measured in MT stabilizer; calls as there; toxicity, %; measured here: cytotoxicity by cell density;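 0% = mean cell density of plate MIN control wells and 100% = no cells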
# Autophagy HCS cell loss 18 h = further read-out of Autophagy HCS, marked with its call; toxicity, %; measured here: cell loss, nuclei count;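 cell loss after 18 h compound exposure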
# An asterisk follows results filed as active; i = inactive; / = not tested or not shown; + = active, no number. Cut-off read from the data, not from the text of the source, unless noted: active = inhibition above about 50%; inactive = the rest.
smiles,Yfh1-off respiration,Ins promoter up cell count,human PMI inhibition,WT yeast gro inh mutant strain,bCat nuc transl cell count 5 µM,MT stabilizer,Ins promoter up,Autophagy HCS,Dynein transport cytoplasmic EGFP,Dynein transport nuclear GR-EGFP,bCat nuc transl,Dynein transport,Autophagy HCS cell loss 18 h,MT stabilizer Hoechst-high %,human PMI inhibitors,Dynein transport cell count,WT yeast gro inh,MT stabilizer cytotoxicity %
O=C(/C=C/c1cc([N+](=O)[O-])ccc1OC(F)F)Nc1cccc(OC(F)F)c1,i,1209,8%,2,1129,7.5,-0.48,i,-0.18,-0.26,-1.2,-0.073,11,2.6,8%,-0.22,2,7.1
C=CCn1c(SCC(=O)Nc2nnc(C)s2)nnc1-c1cccnc1,i,1106,-14%,-2,1048,2.3,0.17,i,-0.029,0.94,0.4,2,-7,0.8,-13%,-2.1,10,0.9
O=C(CNC(=O)c1ccc(S(=O)(=O)N2CCCC2)cc1)N/N=C/c1c(Cl)cccc1Cl,i,1176,-3%,-30,567,7.1,0.02,i,-0.32,-0.67,-3.1,-0.71,14,5.8,-1%,0.81,-23,3.4
CCOCCCNC(=O)C1CCN(S(=O)(=O)c2ccc(C)cc2)CC1,i,1168,-6%,-1,1257,4.5,-0.08,i,-0.2,-0.58,-2.7,-0.32,1,1.6,-1%,0.22,-5,6.0
Cn1c(=O)[nH]c(=O)c2c1nc(N/N=C/C(Br)=C/c1ccccc1)n2CCO,i,951,/,/,1316,/,0.13,/,-0.21,0.46,0.3,-0.7,/,/,/,-0.39,/,/
O=C(CC1C(=O)NCCN1C/C=C/c1ccccc1)NCCc1ccncc1 (stereo unspecified),i,1414,-10%,2,1085,3.7,0.16,i,-0.26,0.77,1.2,1.4,5,3.5,-8%,-1.3,4,4.3
Cc1cccc(NC(=O)c2ccc(-n3ccnc3)nc2)c1,i,1828,10%,16,1080,1.7,0.24,i,-0.21,-0.13,-1.9,0.22,0,2.0,14%,0.55,4,4.5
CCOC(=O)CSc1nc(=O)n2ccc(C)cc2n1,i,1275,-11%,-5,1131,2.2,0.35,i,-0.1,-0.1,-1.5,-0.28,-4,2.1,-10%,0.36,-4,3.8
Cc1ccc(C)c(OCc2ccc(C(=O)NN)o2)c1,i,1444,/,/,1153,/,0.25,/,-0.29,-0.28,-2.1,-0.47,/,/,/,0.64,/,/
COC(=O)c1c(NC(=O)CC2Nc3ccccc3NC2=O)sc(C)c1C (stereo unspecified),i,/,-11%,2,/,1.5,/,+,-0.18,-0.77,/,-0.53,1.0*,1.2,7%,0.72,26,5.3
C/C(=N\NC(N)=O)c1c(F)cccc1F,i,1460,/,/,1120,/,-0.31,/,-0.17,0.76,-0.9,1.6,/,/,/,-0.068,/,/
C=CCOc1ccc(CNC(C)(C)CO)cc1OCC,i,/,2%,-16,/,2.8,/,i,-0.23,-0.86,/,-0.75,-33,2.3,7%,0.84,-7,4.0
C=CCN(C(=O)CCC(=O)Nc1cc(C)on1)C(C(=O)NC(C)(C)C)c1cccc(OC)c1OC (stereo unspecified),i,1222,6%,8,936,3.6,1.1,i,-0.17,0.29,-4.9,-0.42,-14,3.1,6%,0.15,-12,11
Cn1c(C(=O)NCCOc2ccccc2Cl)cc(=O)n(C)c1=O,i,1284,-6%,-4,1082,1.4,0.2,i,-0.22,0.67,-1.3,1.7,4,1.7,-5%,0.15,-14,1.0
COc1ccc(C(=O)CSc2nnc(CCc3ccccc3)n2-c2ccccc2)cc1,i,1239,9%,21,1471,2.1,-1.1,i,-0.17,-0.28,-2.9,-0.37,29,1.4,7%,-0.11,48,6.1
Nn1c(SCC(=O)NC(=O)NCc2ccco2)nnc1-c1ccc(OC(F)F)cc1,/,/,11%,-9,1180,1.7,/,i,-0.17,1,-1.8,0.41,-6,1.3,6%,-0.23,-12,6.0
CCc1ccc(N2CCN(C(=O)c3ccc(OC)c(OC)c3)CC2)cc1,i,1906,7%,3,1100,1.5,-2.7,i,-0.062,0.74,-1.3,0.86,-18,3.1,2%,-1.3,20,16
O=C(/C=C/c1cccc([N+](=O)[O-])c1)Nc1ccc(NC(=O)c2cccs2)cc1,i,1396,5%,37,1040,4.4,0.54,i,-0.21,-0.15,1.5,-0.023,30,3.0,-10%,-0.22,4,4.0
CCCOc1ccc(/C=C/C(=O)N2CCN(c3ccccn3)CC2)cc1,i,1241,10%,-16,1088,2.4,-0.67,i,-0.097,0.3,-2.7,0.53,-10,2.4,10%,-1.2,0,0.6
O=c1c2ccccc2nc2n1CCCN2,i,1429,4%,-4,1074,1.3,0.06,i,-0.24,-0.15,-0.1,-0.055,-2,1.4,1%,0.58,6,3.6
N#C/C(=C\c1cccc(O)c1)C(=O)Nc1ccc2c(c1)OCCO2,i,1347,/,/,1116,/,-0.57,/,-0.22,0.011,-0.1,-0.008,/,/,/,0.55,/,/
O=C(Cc1cccc2ccccc12)N/N=C/c1ccc(Sc2cccc3cccnc23)o1,/,842,7%,0,/,2.7,-2.4,i,0.48,0.29,/,0.2,-3,2.7,3%,0.16,5,3.1
CN(C)c1cccc(C(=O)NCC2CCCO2)c1 (stereo unspecified),i,865,9%,0,1184,1.4,-0.98,i,-0.2,0.079,-8.6,0.19,-9,2.2,0%,-0.044,-1,7.2
CCOc1cc(/C=N/Nc2cccc(C(=O)O)c2)ccc1OCC(=O)N1CCCCC1,i,1657,-72%,4,1046,2.2,-0.07,i,-0.26,-0.46,-1.9,-0.91,-41,1.8,-126%,0.68,-2,6.1
COc1cc(/C=C(\NC(=O)c2ccccc2)C(=O)NCCO)c([N+](=O)[O-])cc1OC,i,1172,-3%,-5,/,6.3,-0.12,i,-0.3,-0.38,/,-0.068,1,2.8,-1%,0.27,-5,8.8
CCOC(=O)N1CCN(C(=O)/C(=C/c2cccc3ccccc23)NC(=O)c2ccc(OC)c(OC)c2)CC1,i,1363,5%,-8,581,3.1,0.16,i,-0.32,-0.59,-2.2,-0.46,-4,2.1,7%,0.67,-1,5.9
COc1ccc2c(CN3CCN(S(=O)(=O)c4cccs4)CC3)cc(=O)oc2c1,i,1516,14%,3,1062,2.4,-0.09,i,-0.018,1,-1.5,0.93,1,2.0,22%,-1.5,5,0.4
C=CCNC(=S)NCC,i,1119,/,/,1217,/,-0.15,/,-0.25,-0.14,2.1,-0.018,/,/,/,-0.37,/,/
CN(c1ccc(C(=O)NC2CC3CCC2C3)cc1)S(C)(=O)=O (stereo unspecified),i,1377,-7%,12,1324,3.5,-0.48,i,-0.27,-0.26,0.1,-0.92,5,2.1,-11%,0.37,13,8.3
c1ccc(C2[C@H]3CN(CC4CCCCC4)[C@H](c4ccccc4)C34CC2(c2ccccc2)C4)cc1 (stereo partly specified),i,1021,/,/,1091,/,-0.53,/,-0.65,-0.095,-2.1,-0.31,/,/,/,-0.099,/,/
CCC(C)(C)NC(=O)CCn1c(-c2ccccc2)cc(C(C)=O)c1C,i,1100,3%,-15,1111,1.9,0.22,i,-0.2,-0.4,-1.5,-0.2,12,2.2,12%,0.2,2,5.4
CN(C)/C=C/C(=O)c1cccc(Oc2ncccn2)c1,i,1648,4%,7,1067,3.1,-0.11,i,-0.19,1.2,-4.1,1.6,-15,2.8,0%,-0.35,-15,8.2
CCOC(=O)N1CCC(NC(=O)C(NC(=O)C2CCC(C)CC2)C(C)CC)CC1 (stereo unspecified),/,880,-8%,-17,/,1.8,0.97,i,-0.22,0.99,/,1.3,-14,1.3,-9%,0.24,-7,2.6
Cc1ccc(OCc2nnc(SCC(=O)N3CCc4ccccc43)n2C)cc1,i,/,/,/,/,2.2,/,i,-0.24,0.72,/,0.87,-5,1.4,/,0.092,/,17
CCn1cc(C(=O)N2CCN(c3ccccn3)CC2)c(=O)c2cc(S(=O)(=O)N3CCC(C)CC3)ccc21,i,1381,7%,-13,1117,2.5,-0.89,i,-0.22,-0.49,1.0,-0.39,-14,2.5,7%,0.26,-6,3.6
O=C(N/N=C/c1ccc(N2CCOCC2)o1)c1ccccc1[N+](=O)[O-],i,1173,-10%,-11,/,2.7,-0.89,i,-0.27,0.55,/,-0.35,19,2.5,-8%,-0.041,-7,5.1
CN(C(=O)c1ccccc1)c1nc2ccccc2s1,i,1351,-22%,-11,948,2.9,-0.75,i,-0.24,0.28,-7.3,-0.19,9,1.3,-5%,-0.044,-2,4.4

# 3 entries from above, arranged by formula weight, ascending:
smiles,Yfh1-off respiration,Ins promoter up cell count,human PMI inhibition,WT yeast gro inh mutant strain,bCat nuc transl cell count 5 µM,MT stabilizer,Ins promoter up,Autophagy HCS,Dynein transport cytoplasmic EGFP,Dynein transport nuclear GR-EGFP,bCat nuc transl,Dynein transport,Autophagy HCS cell loss 18 h,MT stabilizer Hoechst-high %,human PMI inhibitors,Dynein transport cell count,WT yeast gro inh,MT stabilizer cytotoxicity %
CN(C)/C=C/C(=O)c1cccc(Oc2ncccn2)c1,i,1648,4%,7,1067,3.1,-0.11,i,-0.19,1.2,-4.1,1.6,-15,2.8,0%,-0.35,-15,8.2
Cc1cccc(NC(=O)c2ccc(-n3ccnc3)nc2)c1,i,1828,10%,16,1080,1.7,0.24,i,-0.21,-0.13,-1.9,0.22,0,2.0,14%,0.55,4,4.5
CCOC(=O)N1CCN(C(=O)/C(=C/c2cccc3ccccc23)NC(=O)c2ccc(OC)c(OC)c2)CC1,i,1363,5%,-8,581,3.1,0.16,i,-0.32,-0.59,-2.2,-0.46,-4,2.1,7%,0.67,-1,5.9
